FadD28 binding: inhibitors of Mycobacterium tuberculosis FadD28 bisubstrate binding; AID 588549; inhibition, % at 12.5 µM; actives 0.22% (n = 360,000); FadD28 bisubstrate probe binding, fluorescence polarization; in the data active = inhibition above about 8.5%, passing the limit was not always enough; inconclusive = no clear call, values can overlap the other calls
Mtb FBA inh: inhibits M. tuberculosis FBA enzyme. P9WQA3. inhibition, % at 1 µM. actives 2.3% (n = 360,000). purified M. tuberculosis FBA, fluorescence read-out; in the data active = inhibition above about 27%;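 also: 0% = vehicle and 100% = reference inhibitor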
Target sequence (P9WQA3 whole entry, looked up): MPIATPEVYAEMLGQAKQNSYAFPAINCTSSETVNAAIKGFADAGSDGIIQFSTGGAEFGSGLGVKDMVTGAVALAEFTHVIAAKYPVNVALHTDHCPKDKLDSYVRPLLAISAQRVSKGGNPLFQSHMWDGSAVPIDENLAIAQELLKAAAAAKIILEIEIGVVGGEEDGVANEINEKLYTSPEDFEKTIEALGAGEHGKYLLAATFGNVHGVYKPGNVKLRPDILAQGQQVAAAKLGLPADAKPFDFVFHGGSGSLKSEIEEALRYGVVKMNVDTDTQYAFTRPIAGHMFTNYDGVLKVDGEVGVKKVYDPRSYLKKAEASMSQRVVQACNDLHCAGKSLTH
PrPC surface inh: cell surface PrPC inhibition, primary TR-FRET screen | TR-FRET read-out | inhibition, % at 13.8 µM | actives 0.43% (n = 370,000); in the data active = inhibition above about 24%; also: 0% = median of the test wells and 100% = reference compound wells
GDH-TPI counter: GDH-TPI coupled enzyme inhibition counter-screen | GDH-TPI coupled enzyme counterscreen, NADH absorbance | actives 1.2% (n = 360,000) | AID 588335 | inhibition, % at 4.8 µM;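 also: 0% = DMSO wells and 100% = wells lacking the enzyme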
BoNT F protease: inhibitors of Botulinum neurotoxin F light chain protease. Multiplex microsphere protease cleavage assay, flow cytometry. inhibition, % at 10 µM. actives 0.22% (n = 360,000); in the data active = inhibition above about 35%, passing the limit was not always enough; inconclusive = no clear call, values can overlap the other calls; also: plate controls were buffer without enzyme for full effect and enzyme alone for no effect
CCHFV vOTU inh: blocks the CCHF virus ovarian tumor domain protease. CCHFV vOTU protease, Pep-AMC fluorescence. actives 0.55% (n = 370,000). inhibition, % at 11.5 µM; also: 0% = vehicle wells with enzyme and 100% = no enzyme wells
BoNT-A LC inh2: inhibitors of Botulinum neurotoxin A light chain protease; actives 0.17% (n = 360,000); multiplex microsphere protease substrate cleavage, flow cytometry; AID 588499; inhibition, % at 10 µM; in the data active = inhibition above about 30%; inconclusive = no clear call, values can overlap the other calls; also: plate controls were buffer without enzyme for full effect and enzyme alone for no effect
Mtb BioA inh: blocks M. tuberculosis BioA enzyme activity; actives 0.096% (n = 360,000); purified M. tuberculosis BioA enzyme, plate reader; inhibition, % at 9.99 µM; in the data active = inhibition above about 40%; inconclusive = no clear call, values can overlap the other calls
UGM FP inh: Mtb UDP-galactopyranose mutase inhibition | P9WIQ1 | purified UGM, fluorescence polarization probe displacement | inhibition, % at 10 µM | actives 0.06% (n = 320,000); in the data active = inhibition above about 10%, passing the limit was not always enough; inconclusive = no clear call, values can overlap the other calls
Target sequence (P9WIQ1 whole entry, looked up): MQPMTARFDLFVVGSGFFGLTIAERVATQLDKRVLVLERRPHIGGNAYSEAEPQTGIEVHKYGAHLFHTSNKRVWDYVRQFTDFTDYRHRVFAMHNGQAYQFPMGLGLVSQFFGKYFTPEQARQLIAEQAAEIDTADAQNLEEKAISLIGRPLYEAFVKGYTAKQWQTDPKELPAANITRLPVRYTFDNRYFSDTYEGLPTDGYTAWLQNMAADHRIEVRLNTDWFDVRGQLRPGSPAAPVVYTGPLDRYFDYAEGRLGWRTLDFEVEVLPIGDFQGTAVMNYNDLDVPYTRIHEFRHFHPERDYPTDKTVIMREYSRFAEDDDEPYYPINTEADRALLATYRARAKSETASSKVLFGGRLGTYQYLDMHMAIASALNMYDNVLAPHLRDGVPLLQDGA
* hit, by the source's call; ? = inconclusive; nt = no result given. Rule as the data show it, unless noted: active = inhibition above about 30%; inactive = the rest.

SMILES	FadD28 binding	Mtb FBA inh	PrPC surface inh	GDH-TPI counter	BoNT F protease	CCHFV vOTU inh	BoNT-A LC inh2	Mtb BioA inh	UGM FP inh
CC(C)n1nnnc1SCC(=O)NCc1ccco1	-2.7	1.0	2.6	9.1	-7.1	6.4	0.3	-0.8	0.6
COCCN(CC(=O)NC1CCCCC1)C(=O)/C=C/C(=O)c1ccc(OC)cc1O	-3.3	5.2	-3.6	-1.9	-1.1	0.5	0.0	nt	nt
Cc1cc(C)c(C(=O)N2CCC(N3CCC(C(=O)NC(C)C)CC3)CC2)o1	-2.9	4.8	-3.0	3.8	?	17.5	-3.8	-0.4	0.0
CCCCN1CC(N2CCN(C3CCN(C)CC3)CC2)CS1(=O)=O (configuration not stated)	-5.1	-2.4	-3.8	nt	6.8	10.1	0.0	-0.6	nt
CSc1cccc(NC(=O)COc2cccc3ccccc23)c1	-1.8	0.7	11.6	20.0	1.2	10.0	2.2	-2.4	0.9
CCOC(=O)c1cnc2ccccc2c1NCCO	-2.0	0.4	-8.2	13.6	-2.7	-0.4	0.9	-2.0	0.1
CC1(C(=O)NS(=O)(=O)c2cccc(OC(F)F)c2)CCN1C(=O)c1cccc(F)c1 (configuration not stated)	-1.8	2.5	-3.6	18.1	0.1	3.6	0.1	-1.0	nt
COC(=O)c1c(NC(=O)c2ccco2)sc(C)c1C	1.8	1.6	-6.4	23.9	-11.0	-6.8	-1.5	-2.6	-1.8
CCOc1ccccc1-n1nnnc1SCC(=O)N1CCCC1=O	0.0	5.8	3.0	-8.9	-15.6	-0.8	-2.9	0.0	2.2
CN(C)S(=O)(=O)c1cccc(NC(=S)N2CCc3ccccc32)c1	0.4	1.2	1.0	6.9	-4.5	-3.1	-0.1	nt	0.9
N#Cc1ccc(CSc2nnc3[nH]c(=O)cc(N)n23)cc1	-1.0	1.4	0.2	12.8	4.6	10.6	-0.5	nt	-1.6
COc1cccc(COC(=O)C2CCN(C(=O)c3ccc(F)cc3)CC2)c1OC	-0.3	-2.1	3.9	1.4	7.2	2.4	2.9	1.1	1.1
CCC(C)(C)NC(=O)c1ccc(S(=O)(=O)N(C)c2ccccc2OC)cc1	0.6	5.4	-1.1	5.0	nt	6.5	nt	-0.1	0.6
CCn1c(C)cc(C(=O)CSc2nnc(C3CC3)n2C2CC2)c1C	-1.2	-2.7	4.2	0.0	-7.8	6.0	-0.1	-0.5	nt
COCCNC(=O)C(c1ccc(C)cc1)N(C(=O)CCC(=O)Nc1ccccn1)c1ccccc1C (configuration not stated)	-0.1	1.5	-0.7	4.6	7.7	-7.8	-0.1	1.7	0.4
Cc1cc(C)nc(SCC(=O)O)n1	-3.3	0.2	-0.5	-10.9	0.5	2.5	0.4	-0.3	-2.6
CC1C(=O)CC(c2ccc([N+](=O)[O-])cc2)NC1c1ccc([N+](=O)[O-])cc1 (configuration not stated)	-0.6	2.7	-20.3	-1.9	-26.1	-8.3	-1.6	0.4	-1.0
O=C(NCCc1ccc(Cl)cc1)C12CC3CC(CC(O)(C3)C1)C2	-4.8	-2.1	-0.3	6.8	-1.4	8.6	-0.2	0.8	-0.2
Cc1cc(C(=O)OCC(=O)N2CC(C)OC(C)C2)c(C)n1-c1ccccc1 (configuration not stated)	nt	-1.5	4.2	1.8	-0.1	3.7	-1.4	0.6	-0.2
O=C(/C=C/c1cccc(Cl)c1)NNC(=O)c1ccncc1	-0.1	4.3	-5.6	13.7	?	9.0	-1.5	0.7	-2.5
Cc1ccc(/C=C/C(=O)O)cc1S(=O)(=O)NCc1ccco1	-4.8	-0.2	6.0	0.0	3.0	-8.1	0.6	-2.5	-3.0
Cn1c(SCC(=O)Nc2ccccc2)nc(O)cc1=O	-3.2	-1.2	0.7	-12.1	1.9	-8.9	0.9	0.2	-0.2
Cc1ccc(S(=O)(=O)Nc2ccncc2)c(C)c1	-4.0	3.1	-0.5	-1.7	8.3	-14.1	-1.8	-2.8	-1.2
O=C(O)CCn1c2ccccc2c2nc3ccccc3nc21	-2.5	-0.6	-6.0	31.4*	nt	15.6	nt	0.7	-1.4
COc1ccccc1CCC(=O)OCC(=O)Nc1cccc(S(=O)(=O)N2CCOCC2)c1	3.5	4.2	2.3	7.1	4.4	7.6	3.9	0.5	1.0
O=c1[nH]n(-c2ccccn2)c(=O)c2ccccc12	-2.3	-0.1	-6.2	-2.2	-6.9	-6.6	-0.7	-0.7	-0.5
Cc1cc(C)n(CCNCc2c(C(=O)N3C[C@@H](C)O[C@@H](C)C3)nc3ccc(Cl)cn23)n1	-0.2	1.5	4.4	1.0	-2.3	-6.1	0.1	-1.9	-1.1
O=C(CSc1ccccc1)Nc1ccc(N2CCN(c3ccccc3)CC2)c(F)c1	-0.4	-1.1	1.4	1.9	-0.7	0.6	-0.3	-0.9	-3.4
CCN(CC)S(=O)(=O)c1cc(C(=O)Nc2ccccc2C(=O)O)ccc1OC	-4.9	-2.1	6.5	-7.2	1.0	2.1	0.0	-0.2	-0.8
COc1ccc(CCNC(=O)C2CCCN2C(=O)Nc2ccccc2)cc1OC (configuration not stated)	-1.3	-4.1	9.2	-2.4	?	5.3	0.9	0.3	-1.4
COC(=O)c1ccc(NC(=O)CCN2CCN(CCC(=O)Nc3ccc(C(=O)OC)cc3)CC2)cc1	-1.0	2.6	6.1	7.5	5.4	3.5	0.6	-0.7	1.0
CN(Cc1cccs1)C(=O)CSc1nnnn1C	-0.5	-2.5	-3.7	4.2	-6.7	5.2	-0.2	-0.8	nt
C=CCN(C(=O)CCC(=O)Nc1cc(C)on1)C(C(=O)NC1CCCC1)c1ccc(Cl)cc1 (configuration not stated)	-2.4	0.2	8.7	-3.8	-9.7	12.1	-3.5	-0.3	-0.6
O=C1C(Cc2ccccc2)Nc2ncnc(N3CCc4ccccc4C3)c2N1Cc1ccccc1 (configuration not stated)	-2.8	1.2	nt	3.6	10.9	nt	0.4	1.0	0.6
CC(=O)N=c1sc2nc3ccccc3nc2n1N(C(C)=O)C(C)=O	0.1	5.4	27.8*	30.1	6.7	10.1	1.9	1.3	0.0
O=C(CCc1ccc(S(=O)(=O)NC2CCCCC2)cc1)Nc1ccccc1	-1.7	0.1	8.7	2.5	-4.1	9.6	-0.3	-0.8	-0.7
O=C(NCC(c1cccs1)N1CCOCC1)c1cc([N+](=O)[O-])ccc1Cl (configuration not stated)	-1.8	0.4	-24.0	8.4	-0.6	27.8	0.6	nt	1.7
CC1=CS(=O)(=O)CC1Sc1ncn[nH]1 (configuration not stated)	1.2	1.7	0.2	1.5	-3.0	5.1	-1.9	-0.9	0.9
O=C(N/N=C/C=C/c1ccco1)C(O)c1ccccc1 (configuration not stated)	-0.4	-3.5	-3.6	16.0	0.8	-1.4	0.3	-0.9	1.6
CC(C)(C)NNC(=S)Nc1ccc(S(=O)(=O)N2CCOCC2)cc1	-2.6	0.1	1.2	3.1	1.4	-16.3	0.9	nt	-2.2
COCCNC(=O)C1(C)Cc2c(-c3ccc(N(C)C)cc3)ccnc2O1 (configuration not stated)	-2.3	31.6*	-5.8	15.0	2.8	-22.7	0.4	1.1	nt
Fc1cccc(Cl)c1CSc1ncn[nH]1	0.0	3.1	1.3	4.6	-4.2	3.9	0.4	-3.4	-2.4
Cc1ccc(OC(C)C(=O)N(Cc2cccs2)C2CCS(=O)(=O)C2)cc1C (configuration not stated)	-4.4	-5.7	7.2	-16.1	?	-6.0	0.1	-0.2	-1.8
CCN(CC)CCOC(=O)c1ccc(NC(=O)c2cn(-c3ccccc3)nc2-c2cccs2)cc1	-12.1	4.0	-2.7	0.9	-11.3	2.1	-1.8	nt	nt
CCn1c(-c2ccccc2Cl)nn(CC(=O)Nc2ccc(OC)cc2)c1=S	-0.1	-0.6	10.9	8.7	-4.6	8.7	0.6	0.6	0.6
CC(O)c1ccc(OCCN(C)c2ccccn2)cc1 (configuration not stated)	0.6	12.9	11.7	4.6	-10.7	14.7	-3.8	-0.5	-2.2
CCNC(=S)NNC(=O)c1cc(C)nc2ccccc12	-3.5	2.9	-1.2	-9.9	1.9	9.3	0.3	0.8	0.4
CCOc1ccc(CCNC(=O)c2cc(S(=O)(=O)N3CCOCC3)ccc2C)cc1OCC	-1.6	-0.9	-1.7	-5.2	-8.9	6.4	-17.9	nt	-0.8
Nc1ccccc1SCC(=O)Nc1ccc2c(c1)OCCO2	0.0	-0.5	16.1	-2.3	-9.7	3.6	-0.9	-1.2	-0.4
Cc1nn(Cc2ccccc2)c(C)c1NC(=O)CCCn1nc([N+](=O)[O-])c(Cl)c1C	-0.3	0.9	-6.5	23.5	-3.9	0.7	0.1	1.6	-0.8
CC(=O)NC(c1ccc(F)c(F)c1)c1nc(-c2cccc(C(C)C)c2)cs1 (configuration not stated)	1.3	0.3	13.2	12.4	-3.6	8.5	0.2	-1.3	nt
Clc1ccccc1/C=N/N1CCN(Cc2ccccc2)CC1	1.5	1.1	1.1	2.6	-6.6	-6.2	-1.0	-0.8	-1.9
CC(C)N1CCC(NC(=O)NC2CCCCC2)CC1	0.0	1.5	0.6	-4.4	0.4	4.0	0.4	nt	1.7
O=C(O)c1cc2cc(Cl)ccc2oc1=O	-1.5	5.2	7.9	23.3	2.7	3.5	1.2	nt	0.4
CC(=O)NCCNc1nc2c(-c3cccc(C)c3)nnn2c2ccccc12	-1.9	8.8	-4.7	-1.7	5.8	6.5	1.7	-4.5	-0.5
C=CCNc1nc(C)c(CNc2c(C)cc(C)cc2C)nc1C#N	-1.7	5.0	0.1	11.1	-26.9	-5.5	-2.5	-0.1	0.4
COc1ccccc1NC(=O)CSc1ccc(-c2ccc(-n3ccnc3)cc2)nn1	-1.0	-0.3	-2.3	-3.6	?	-11.1	1.3	1.9	-1.9
CCn1c(-c2ccccc2SC)n[nH]c1=S	-0.2	0.9	5.1	1.3	-0.7	14.5	0.2	nt	1.6
CCS(=O)(=O)N1Cc2ccccc2CC1C(=O)Nc1ccc(F)c(F)c1F (configuration not stated)	-2.2	-0.3	-5.8	7.9	-6.3	-4.3	3.6	-1.1	2.5

Filtered by structure, those above with a Cl atom
SMILES	FadD28 binding	Mtb FBA inh	PrPC surface inh	GDH-TPI counter	BoNT F protease	CCHFV vOTU inh	BoNT-A LC inh2	Mtb BioA inh	UGM FP inh
O=C(NCCc1ccc(Cl)cc1)C12CC3CC(CC(O)(C3)C1)C2	-4.8	-2.1	-0.3	6.8	-1.4	8.6	-0.2	0.8	-0.2
O=C(/C=C/c1cccc(Cl)c1)NNC(=O)c1ccncc1	-0.1	4.3	-5.6	13.7	?	9.0	-1.5	0.7	-2.5
Cc1cc(C)n(CCNCc2c(C(=O)N3C[C@@H](C)O[C@@H](C)C3)nc3ccc(Cl)cn23)n1	-0.2	1.5	4.4	1.0	-2.3	-6.1	0.1	-1.9	-1.1
C=CCN(C(=O)CCC(=O)Nc1cc(C)on1)C(C(=O)NC1CCCC1)c1ccc(Cl)cc1 (configuration not stated)	-2.4	0.2	8.7	-3.8	-9.7	12.1	-3.5	-0.3	-0.6
O=C(NCC(c1cccs1)N1CCOCC1)c1cc([N+](=O)[O-])ccc1Cl (configuration not stated)	-1.8	0.4	-24.0	8.4	-0.6	27.8	0.6	nt	1.7
Fc1cccc(Cl)c1CSc1ncn[nH]1	0.0	3.1	1.3	4.6	-4.2	3.9	0.4	-3.4	-2.4
CCn1c(-c2ccccc2Cl)nn(CC(=O)Nc2ccc(OC)cc2)c1=S	-0.1	-0.6	10.9	8.7	-4.6	8.7	0.6	0.6	0.6
Cc1nn(Cc2ccccc2)c(C)c1NC(=O)CCCn1nc([N+](=O)[O-])c(Cl)c1C	-0.3	0.9	-6.5	23.5	-3.9	0.7	0.1	1.6	-0.8
Clc1ccccc1/C=N/N1CCN(Cc2ccccc2)CC1	1.5	1.1	1.1	2.6	-6.6	-6.2	-1.0	-0.8	-1.9
O=C(O)c1cc2cc(Cl)ccc2oc1=O	-1.5	5.2	7.9	23.3	2.7	3.5	1.2	nt	0.4

Assay outcomes as filed in PubChem BioAssay.
